Bioassay records (PubChem BioAssay)
CCHF vOTU inh: blocks the CCHF virus ovarian tumor domain protease; CCHFV vOTU protease, Pep-AMC fluorescence; inhibition, % at 11.5 µM; 370,000 compounds, 0.55% hits; note: 0% = vehicle wells with enzyme and 100% = no enzyme wells
Mtb BioA inh: blocks M. tuberculosis BioA enzyme activity. purified M. tuberculosis BioA enzyme, plate reader. inhibition, % at 9.99 µM. 360,000 compounds, 0.096% hits. AID 602481; in the data active = inhibition above about 40%; inconclusive = no clear call, values can overlap the other calls
DUSP3 inh: DUSP3 (human) phosphatase inhibition; P51452; recombinant VHR phosphatase, pNPP absorbance; inhibition, % at 13.3 µM; 290,000 compounds, 0.52% hits; in the data active = inhibition above about 50%; note: some compounds called inactive have numbers as strong as hits
Target sequence (P51452 whole entry, looked up): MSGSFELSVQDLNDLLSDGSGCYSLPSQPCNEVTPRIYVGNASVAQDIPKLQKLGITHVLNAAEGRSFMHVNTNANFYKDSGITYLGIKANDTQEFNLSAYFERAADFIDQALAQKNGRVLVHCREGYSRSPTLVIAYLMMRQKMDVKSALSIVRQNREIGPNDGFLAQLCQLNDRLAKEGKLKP
UGM FP inh: inhibitors of M. tuberculosis UDP-galactopyranose mutase | AID 504406 | purified UGM, fluorescence polarization probe displacement | 320,000 compounds, 0.06% hits | inhibition, % at 10 µM; in the data active = inhibition above about 10%, passing the limit was not always enough; inconclusive = no clear call, values can overlap the other calls
Rv3671c inh: Rv3671c (M. tuberculosis) protease inhibition; inhibition, % at 5.96 µM; AID 2606; P9WHR9; 320,000 compounds, 0.048% hits; in the data active = inhibition above about 38%;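 note: extracellular domain of Rv3671c used as enzyme; 0% = enzyme with DMSO and 100% = no enzyme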
Target sequence (P9WHR9 whole entry, looked up, the tested form may be a part): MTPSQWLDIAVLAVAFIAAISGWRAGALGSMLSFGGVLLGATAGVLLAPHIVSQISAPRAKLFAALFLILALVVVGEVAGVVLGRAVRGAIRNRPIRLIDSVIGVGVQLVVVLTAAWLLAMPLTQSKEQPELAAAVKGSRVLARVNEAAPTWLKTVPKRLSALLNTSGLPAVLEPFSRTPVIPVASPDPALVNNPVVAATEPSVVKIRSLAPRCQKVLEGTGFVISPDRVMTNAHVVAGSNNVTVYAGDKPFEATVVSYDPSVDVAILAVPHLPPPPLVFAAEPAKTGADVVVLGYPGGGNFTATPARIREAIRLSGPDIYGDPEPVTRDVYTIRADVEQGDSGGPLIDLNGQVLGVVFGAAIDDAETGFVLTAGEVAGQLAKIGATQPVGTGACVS
Mtb FBA inh: Mtb fructose-bisphosphate aldolase inhibition; 360,000 compounds, 2.3% hits; inhibition, % at 1 µM; P9WQA3; purified M. tuberculosis FBA, fluorescence read-out; in the data active = inhibition above about 27%;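 note: 0% = vehicle and 100% = reference inhibitor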
Target sequence (P9WQA3 whole entry, looked up): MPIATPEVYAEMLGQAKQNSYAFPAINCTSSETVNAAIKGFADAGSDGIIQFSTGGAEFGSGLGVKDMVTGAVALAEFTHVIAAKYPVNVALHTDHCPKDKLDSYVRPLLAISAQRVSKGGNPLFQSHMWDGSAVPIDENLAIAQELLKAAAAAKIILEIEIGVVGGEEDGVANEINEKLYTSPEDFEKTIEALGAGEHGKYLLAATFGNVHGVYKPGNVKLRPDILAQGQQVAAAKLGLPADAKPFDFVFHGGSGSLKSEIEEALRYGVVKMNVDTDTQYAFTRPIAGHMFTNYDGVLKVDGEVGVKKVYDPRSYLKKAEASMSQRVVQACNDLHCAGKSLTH
FadD28 FP inh: blocks FadD28 binding to the bisubstrate probe. inhibition, % at 12.5 µM. 360,000 compounds, 0.22% hits. fluorescence polarization. AID 588549; in the data active = inhibition above about 8.5%, passing the limit was not always enough; inconclusive = no clear call, values can overlap the other calls
BoNT F protease: BoNT F light chain protease inhibition | inhibition, % at 10 µM | 360,000 compounds, 0.22% hits | AID 588497 | Multiplex microsphere protease cleavage assay, flow cytometry; in the data active = inhibition above about 35%, passing the limit was not always enough; inconclusive = no clear call, values can overlap the other calls; note: plate controls were buffer without enzyme for full effect and enzyme alone for no effect
GDH-TPI counter: GDH-TPI coupled enzyme inhibition counter-screen; GDH-TPI coupled enzyme counterscreen, NADH absorbance; inhibition, % at 4.8 µM; 360,000 compounds, 1.2% hits; AID 588335;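 note: 0% = DMSO wells and 100% = wells lacking the enzyme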
MazF activator: increases E. coli MazEF RNase cleavage of RNA | FAM/BHQ RNA-DNA oligo cleavage fluorescence, 5 h | activation, % at 20 µM | 350,000 compounds, 0.32% hits | AID 504720; in the data active = activation above about 50%
Target sequence (P0AE70 whole entry, looked up): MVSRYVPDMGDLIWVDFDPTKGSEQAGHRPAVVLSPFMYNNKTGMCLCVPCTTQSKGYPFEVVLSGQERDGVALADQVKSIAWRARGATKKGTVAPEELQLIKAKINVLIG
Numbers without * were called inactive; ? = inconclusive; · = not tested or not shown. Cut-off read from the data, not from the text of the source, unless noted: active = inhibition above about 30%; inactive = the rest.

SMILES	CCHF vOTU inh	Mtb BioA inh	DUSP3 inh	UGM FP inh	Rv3671c inh	Mtb FBA inh	FadD28 FP inh	BoNT F protease	GDH-TPI counter	MazF activator
COc1ccc(C(=O)NN2C(=O)C3C(c4ccccc4)C=CC(c4ccccc4)C3C2=O)cc1 (configuration not stated)	-3.9	-1.3	25.5	-0.5	-4.2	1.1	-11.0	-5.6	0.0	-4.3
COc1ccc(NC(=O)c2nc3ccccc3s2)cc1	-0.9	·	-20.2	1.9	-4.5	3.1	-2.4	-6.3	13.9	-5.3
Cc1ccc2nc(NC(=O)c3cccs3)sc2c1	8.4	-1.0	27.4	2.5	-32.0	3.9	-3.4	-17.6	21.3	11.4
CC1CN(C(=S)Nc2cccc([N+](=O)[O-])c2)CC(C)O1 (configuration not stated)	-8.9	2.1	15.0	-0.3	·	3.7	-2.8	4.0	15.9	10.3
O=C(Nc1ccc(OCC(=O)N2CCOCC2)cc1)Nc1cccc(Cl)c1	1.8	·	19.8	-0.6	0.2	-5.0	-2.7	-7.1	-4.9	-1.3
Cc1cc(C)c2nc(C)cc(Nc3ccc(C(=O)N4CCOCC4)cc3)c2c1	-4.5	·	13.8	2.2	-8.4	6.4	2.4	-5.6	12.9	1.5
CCC(C)NC(=O)c1cnn2c(C)c3c(nc12)CCCC3 (configuration not stated)	-35.0	·	7.3	0.0	7.8	46.5*	2.6	-8.1	15.2	-1.4
CCOC(=O)c1cc(-c2cc3ccccc3o2)n[nH]1	8.4	-0.2	10.5	-0.4	-4.3	2.7	-2.5	-10.8	8.6	-2.5
CC1(c2ccccc2)NC(=O)N(CC(=O)Nc2nnc(C3CC3)s2)C1=O (configuration not stated)	5.5	-0.2	-2.5	-0.9	-0.2	-1.2	-4.1	10.3	-1.7	0.2
CCCNC(=O)C1(C)CCCN(C(=O)c2ccc(F)c(Cl)c2)C1 (configuration not stated)	3.6	-0.5	·	·	·	-3.6	-1.7	-2.0	1.3	·
O=C(/C=C/c1ccccc1)NCc1cccnc1	-4.0	·	11.0	-3.6	2.5	-0.6	-2.8	-4.5	1.8	0.6
N#C/C(=C/c1ccc(N2CCOCC2)o1)c1nc2ccccc2[nH]1	3.7	-39.2	52.9*	-6.7	-12.9	-21.9	?	125.5*	-4.1	428.0*
CCCc1cc(C(=O)NCc2cccnc2)no1	7.1	-2.0	17.0	0.1	-0.1	-1.2	-1.8	-4.0	5.8	13.2
CCCCNC(=O)c1onc(CSc2ccc(F)c(F)c2)c1C(=O)O	3.3	-0.6	17.2	3.8	-1.7	2.5	-2.0	-2.4	-12.1	0.7
Cc1cccc(CN2CCC(n3nccc3NC(=O)CCCc3ccccc3)CC2)n1	-3.5	-0.3	14.9	0.6	-3.0	8.4	0.3	-2.6	2.1	4.7
CCN(c1ccccc1)S(=O)(=O)c1ccc(C(=O)N2CC(C)CC(C)C2)cc1 (configuration not stated)	13.6	0.2	·	6.6	5.9	-2.2	-2.6	0.2	-1.4	4.0
COCCCNC(=S)N1CCC(NC(=O)c2ccco2)CC1	-6.6	-0.6	18.6	0.8	1.6	-2.9	-3.8	0.7	-12.3	1.7
Cc1ccc(S(=O)(=O)NCC(=O)OCC(=O)NCCc2ccccc2)cc1	13.6	0.1	·	-1.1	-1.9	-0.6	-0.1	8.1	2.8	2.5
CC1CN(C(=S)NC(=O)c2cccc([N+](=O)[O-])c2)CC(C)O1 (configuration not stated)	14.5	0.1	13.2	1.1	-2.0	-1.1	-2.8	-5.1	-5.8	12.9
CCc1ccc(OCC(=O)Nc2ccc(S(=O)(=O)Nc3cc(C)on3)cc2)c(Br)c1	44.0*	2.4	-28.8	-3.1	-1.5	2.8	-3.5	-1.5	-4.4	-6.1
c1ccc(-c2nnc(-c3ccncc3)o2)cc1	-29.7	-1.5	10.8	1.7	-6.9	7.9	-1.7	5.4	6.4	-1.6
CNC(=O)c1c(NC(=O)c2ccco2)sc2c1CCCC2	-2.5	0.2	-1.6	-0.8	-8.7	0.4	0.5	-2.5	13.8	4.1
CC(C)(C)NC(=O)c1ccc2c(c1)N(CC(=O)N1CCN(c3ccc(F)cc3)CC1)C(=O)C(C)(C)O2	-4.5	0.1	16.1	2.8	-5.8	-1.6	-3.3	4.4	3.8	8.0
CCCCc1nc2ccccc2c(C(=O)O)c1C	-1.7	-0.2	3.1	1.0	3.1	-0.2	-0.6	1.9	-6.2	16.6
Cn1cc(CN2CCC(n3nccc3NC(=O)CCOc3ccccc3)CC2)cn1	-9.2	-2.2	12.8	-0.3	0.9	-0.4	-2.0	1.5	0.8	6.7
CCc1cccc2c3c([nH]c12)C(CC)(CC(=O)O)OCC3 (configuration not stated)	-2.9	0.3	0.9	-1.8	-0.9	2.6	-0.1	-8.5	-7.2	5.4
COc1ccc(N2CCN(CCNC(=O)C3CCN(S(=O)(=O)c4cccs4)CC3)CC2)cc1	·	0.1	24.9	1.2	8.5	2.9	1.5	-4.7	16.3	2.2
COc1c(Cl)cc(C(=O)NN)cc1Cl	-9.1	·	17.7	0.6	-9.1	-3.1	-1.6	-8.2	0.0	9.0
Cc1cccc(N2CCN(C(=O)NCc3ccc(Cl)cc3)CC2)c1	3.9	-4.2	35.8	-1.9	-2.3	-1.1	0.4	1.7	17.9	-6.7
COc1cc(C(=O)NCCc2ccc(F)cc2)ccc1OCC(=O)N1CCOCC1	·	·	·	-0.7	-2.5	-2.4	-1.1	·	-0.7	6.9

Limited to GDH-TPI counter, for some of the entries so far:
Structure | GDH-TPI counter
CCCCc1nc2ccccc2c(C(=O)O)c1C | -6.2
COc1c(Cl)cc(C(=O)NN)cc1Cl | 0.0
Cc1cccc(N2CCN(C(=O)NCc3ccc(Cl)cc3)CC2)c1 | 17.9
Cn1cc(CN2CCC(n3nccc3NC(=O)CCOc3ccccc3)CC2)cn1 | 0.8
COc1cc(C(=O)NCCc2ccc(F)cc2)ccc1OCC(=O)N1CCOCC1 | -0.7
c1ccc(-c2nnc(-c3ccncc3)o2)cc1 | 6.4

Later entries
SMILES	CCHF vOTU inh	Mtb BioA inh	DUSP3 inh	UGM FP inh	Rv3671c inh	Mtb FBA inh	FadD28 FP inh	BoNT F protease	GDH-TPI counter	MazF activator
COc1ccc(C2=Nn3c(nnc3-c3ccco3)SC2)cc1OC	12.6	0.1	11.7	-1.7	2.7	-0.9	-3.1	0.0	37.4*	7.0
N#Cc1cccc2cccc(S(=O)(=O)N3CCOCC3)c12	7.4	-1.4	·	-0.7	-1.7	-2.9	-2.7	·	1.8	-0.3
COc1ccc(C(O)c2nccn2C)cc1 (configuration not stated)	-6.7	-5.5	2.4	0.6	0.9	3.9	-0.6	-0.7	4.2	-12.0
O=C(NC(=S)N1CCN(c2c(Cl)cccc2[N+](=O)[O-])CC1)c1cccs1	14.8	-0.7	-16.2	0.7	10.2	-0.8	-1.8	0.5	3.8	-2.8
c1ccc(CNc2ccc(CNc3ncn[nH]3)cc2)cc1	1.4	3.8	-5.3	1.2	2.2	-0.4	0.3	-5.8	1.0	7.2
C[C@H]1CN([C@@H](C)CO)C(=O)c2cc(Br)cnc2O[C@@H]1CN(C)C(=O)c1ccncc1	-0.7	4.8	·	·	·	-2.0	-4.5	2.7	-8.1	6.4
O=C(CNc1cc(S(=O)(=O)N2CCOCC2)ccc1N1CCCC1)NCc1ccco1	-7.8	1.0	13.2	-1.2	12.6	-1.1	-2.8	-3.1	-1.3	6.5
CCOC(=O)c1cc2cc(-c3c(C(=O)OCC)oc4cc(O)cc(O)c4c3=O)ccc2o1	-5.4	-0.8	-7.5	-1.5	5.2	0.2	-3.9	6.3	16.8	3.7
O=C(CNC(=O)c1ccco1)OCc1c(F)cccc1Cl	-6.8	-1.2	33.8	-0.6	5.0	-0.3	-2.2	4.1	-14.6	3.0
Cc1cnc(N=Nc2ccccc2)[nH]1	-3.4	1.5	·	·	·	-8.6	-3.9	3.6	26.4	6.9
O=C(NCCN1CCOCC1)C(=O)NCC1CCCO1 (configuration not stated)	28.3	·	11.1	0.1	0.4	2.5	-5.0	-1.6	-10.3	8.5
Nc1nc(SCC(=O)Nc2ccccc2C(F)(F)F)[nH]c(=O)c1-c1ccccc1	5.8	·	22.5	0.4	0.4	-0.8	0.3	-16.3	-0.3	6.0
Cc1ccc(NC(=O)CCNS(=O)(=O)c2ccc3[nH]c(=O)oc3c2)cc1	11.1	0.5	-3.0	3.4	-4.4	2.1	-1.7	-4.1	2.3	1.2
COc1cccc(-n2c(-c3cccc(S(=O)(=O)N(C)C)c3)n[nH]c2=S)c1	-5.5	·	0.5	0.3	0.1	-0.8	-0.8	-2.4	3.1	1.2
COc1ccc(CCNC(=O)[C@@H](NC(=O)c2ccccc2F)C(C)C)cc1OC	10.8	1.0	14.5	-0.2	-1.3	-0.5	-3.5	2.6	-4.9	0.2
Cc1ccccc1COC[C@H](CC(C)C)N1CCN(C(=O)c2cccc(C(F)(F)F)c2)CCC1=O	10.1	1.1	11.4	1.6	2.6	-2.3	-2.6	-0.7	-3.5	5.3
CC1(C)CCCC2=C1CC1C(=O)N(c3ccccc3)C(=O)C1C2 (configuration not stated)	-5.6	1.3	14.1	4.0	-5.1	4.8	-2.5	-0.5	6.3	-1.1
CN(CC(=O)C(C(N)=O)c1ccccc1)c1ccccc1 (configuration not stated)	3.8	0.2	·	·	·	2.0	0.5	-2.2	6.2	-6.2
C=CCN1C(=O)C2(OCCO2)c2cc(C)ccc21	-5.9	-1.5	65.0	-0.3	-7.2	2.6	-0.9	9.1	3.0	-3.9
COC(=O)[C@@]1(C)[C@H]2C(=O)N(C)C(=O)[C@H]2[C@H]2CN=C(SCc3ccc(Cl)cc3)N21	5.0	1.4	·	·	·	4.2	-3.6	-2.6	7.3	4.5

Laid out differently: results already given.
SMILES,CCHF vOTU inh,Mtb BioA inh,DUSP3 inh,UGM FP inh,Rv3671c inh,Mtb FBA inh,FadD28 FP inh,BoNT F protease,GDH-TPI counter,MazF activator
CN(CC(=O)C(C(N)=O)c1ccccc1)c1ccccc1 (configuration not stated),3.8,0.2,·,·,·,2.0,0.5,-2.2,6.2,-6.2
C=CCN1C(=O)C2(OCCO2)c2cc(C)ccc21,-5.9,-1.5,65.0,-0.3,-7.2,2.6,-0.9,9.1,3.0,-3.9

(cont.)
SMILES	CCHF vOTU inh	Mtb BioA inh	DUSP3 inh	UGM FP inh	Rv3671c inh	Mtb FBA inh	FadD28 FP inh	BoNT F protease	GDH-TPI counter	MazF activator
Cc1nc(N/N=C/c2ccc(O)cc2O)cc(N2CCOCC2)n1	-1.0	0.8	-3.8	-2.1	3.5	-0.8	-0.1	-23.2	64.3*	5.5
CS(=O)(=O)Nc1cccc(C2=NN(C(=O)c3ccc(F)cc3)C(c3cccs3)C2)c1 (configuration not stated)	-2.4	2.6	17.2	2.4	-11.6	-0.3	-4.1	-7.5	-4.6	6.9
COc1ccc(C2CC(c3cccs3)=NN2C(=O)CSc2nnc(N)s2)cc1OC (configuration not stated)	-11.1	6.2	-0.6	-1.5	-1.1	3.0	-2.1	-0.2	7.6	6.8
C=CCn1c(SCC(C)=O)nc2scc(-c3ccco3)c2c1=O	4.2	·	11.8	3.9	-22.0	0.7	-1.9	-1.7	0.7	14.3
COc1ccc(-c2nc(C#N)c(NCc3cccnc3)o2)cc1OC	-8.0	13.3	23.2	-1.2	-2.6	29.9*	-1.7	-1.6	13.8	1.0
O=C(O)COc1ccc(NC(=O)C(c2ccccc2)c2ccccc2)cc1	2.4	-1.2	4.1	1.5	2.7	1.7	-3.6	9.7	-0.8	2.3
COc1ccc(NC(=O)CSc2nc(C)cc(C(F)(F)F)n2)cc1	10.9	1.8	11.9	0.1	13.7	-0.2	-1.3	-7.7	13.0	17.4
CCOc1cccc(-c2nc3cc(C)ccc3o2)c1	21.3	-1.0	25.4	-1.5	-1.4	9.3	2.5	24.1	8.9	2.2
Cc1c(NC(=O)C(C)Sc2nnc(-c3ccccc3)o2)c(=O)n(-c2ccccc2)n1C (configuration not stated)	6.8	-1.4	6.4	0.2	-0.8	1.0	-0.4	1.3	14.4	5.0
Cc1cc(SCC(=O)OCC(=O)N2CCN(C(=O)c3ccco3)CC2)c(C)cc1Br	-4.8	1.0	9.7	-0.5	-6.1	-1.5	0.1	-13.6	9.4	1.9
